TNAP activation fold = stimulation of alkaline phosphatase TNAP activity – biochemical, luminescent, no phosphate acceptor, uHTS, primary screen (AID 1001); purified TNAP, luminescent activation assay, no phosphate acceptor; higher activation fold means a stronger effect; one-dose activation fold at 20 µM; EC50 in µM for titrated hits; actives 0.03% (n = 200,000); in the data active = activation fold from about 3, or a potency from the dose series; inactive = the rest, 99 in 100 with activation fold below about 1.6; note: many of its hits are not listed in these tables
Myeloid diff MLP = compounds promoting myeloid differentiation. ER-HoxA9 myeloid progenitors, lysozyme-GFP differentiation, flow cytometry. calls only at 10 µM. actives 1% (n = 360,000). AID 624256;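 active = normalized GFP-positive differentiation at or above the plate's own cutoff, the solvent-only control mean plus 3 SD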;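 note: cells exposed to compound for four days before flow analysis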
WT yeast gro inh = growth inhibition of WT yeast, mitochondrial fusion screen; inhibition, % at 10 µM; mitochondrial fusion phenotypic screen, WT strain; actives 2.1% (n = 190,000); in the data active = inhibition above about 58%; tested in S. cerevisiae
XIAP antagonists = XIAP antagonists, biochemical, IAP family, fluorescence polarization (AID 1018) | XIAP BIR domain, fluorescence polarization peptide displacement; higher % means a stronger effect | displacement, % at 20 µM; hits with a dose series show IC50 in µM | actives 0.007% (n = 200,000); in the data active = displacement above about 50%; note: a part of the inactive calls stands beside numbers as strong as those of hits
Siah-1 displacement = blockers of Siah-1 interaction with plectin peptide – biochemical, fluorescence polarization, rhodamine-plectin, uHTS, primary screen (AID 1817). Siah-1 / rhodamine-plectin peptide fluorescence polarization; higher % means a stronger effect. one-dose displacement, % at 20 µM; IC50 in µM for titrated hits. actives 0.02% (n = 290,000);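 active = displacement of at least 50% at 20 µM, with a fluorescence ratio check between 0.3 and a set limit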;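 note: plate controls were Siah plus tracer with DMSO for no effect and tracer alone without Siah for full effect; strong numbers were not always called active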
PMI inhibitors = MPI enzyme activity inhibition – biochemical, fluorescence intensity, coupled assay, primary screen (AID 1209); purified PMI enzyme, coupled fluorescence intensity; higher % means a stronger effect; inhibition, % at 20 µM, or IC50 in µM where a hit was titrated; actives 0.42% (n = 190,000);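 note: plate controls were DMSO vehicle for no effect and wells lacking substrate for full effect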
human PMI inhibitors = MPI inhibition at elevated mannose 6-phosphate – biochemical, fluorescence intensity, high mannose 6-phosphate, primary screen (AID 1220); recombinant PMI enzyme, coupled fluorescence intensity; higher % means a stronger effect; inhibition, % at 20 µM; hits with a dose series show IC50 in µM; actives 0.66% (n = 190,000)
RSV antiviral HEp-2 = RSV antiviral activity via CPE protection, HEp-2 cells, primary 10 µM value included (AID 2391); HEp-2 cells, RSV-induced CPE inhibition; higher % means a stronger effect; CPE inhibition, % at 10 µM; hits with a dose series show IC50 in µM; actives 0.13% (n = 310,000); in the data active = a potency from the dose series; note: strong numbers were not always called active
Salmonella PhoP GFP = inhibitors of PhoP regulon expression, primary screen, Salmonella Typhimurium, GFP reporter (AID 1863); actives 0.16% (n = 300,000); inhibition, % at 50 µM; hits with a dose series show IC50 in µM; S. Typhimurium PhoP-regulated promoter GFP reporter, 4 h; higher % means a stronger effect;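 active = inhibition over 29.93%, a cutoff 3 SD above the screen mean, later confirmed by dose response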;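 note: 0% = low Mg2+ inducing control and 100% = high Mg2+ repressing control; strong numbers were not always called active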
WT yeast gro inh mutant strain = also measured in WT yeast gro inh; calls as there; inhibition, %; mitochondrial fusion phenotypic screen, mutant strain inhibition
Myeloid diff MLP GFP+ MAC1+ % = recorded beside Myeloid diff MLP, whose call it bears; GFP+ MAC1+ double positive, %; measured here: differentiation confirmed by MAC1 staining
An asterisk follows results filed as active. Cut-off read from the data, not from the text of the source, unless noted: active = inhibition above about 50%; inactive = the rest.

Results for Cc1cccn2c(=O)c(C=Nc3ccc(Cl)cc3)c(NCCO)nc12 ?
TNAP activation fold: 1.1; Myeloid diff MLP: inactive; WT yeast gro inh: 21; XIAP antagonists: -6.9%; Siah-1 displacement: 13%; PMI inhibitors: 4%; human PMI inhibitors: 41%; RSV antiviral HEp-2: 0.9%; Salmonella PhoP GFP: 13%; WT yeast gro inh mutant strain: 11; Myeloid diff MLP GFP+ MAC1+ %: 0.6

How did CCN1CCN(CCNC(=O)c2ccc(/C=C3\Sc4ccccc4N(Cc4ccccc4F)C3=O)cc2)CC1 do in these assays?
TNAP activation fold: 1.1; Myeloid diff MLP: inactive; WT yeast gro inh: 77*; XIAP antagonists: -5.5%; Siah-1 displacement: 2%; PMI inhibitors: 18%; human PMI inhibitors: -14%; RSV antiviral HEp-2: -3.9%; Salmonella PhoP GFP: 0%; WT yeast gro inh mutant strain: 8.5*; Myeloid diff MLP GFP+ MAC1+ %: 1.2

How did O=C(c1noc2c1CCCC2)N1CCCCC1 do in these assays?
TNAP activation fold: 1; Myeloid diff MLP: inactive; WT yeast gro inh: 7; XIAP antagonists: 0.4%; Siah-1 displacement: 3%; PMI inhibitors: 12%; human PMI inhibitors: 9%; RSV antiviral HEp-2: 0.9%; Salmonella PhoP GFP: -6%; WT yeast gro inh mutant strain: 5; Myeloid diff MLP GFP+ MAC1+ %: 5.8

How did CCn1c(COc2cccc3ccccc23)nnc1SCC(N)=O do in these assays?
TNAP activation fold: 1.1; Myeloid diff MLP: inactive; WT yeast gro inh: 4; XIAP antagonists: -5.1%; Siah-1 displacement: 0%; PMI inhibitors: 7%; human PMI inhibitors: 8%; RSV antiviral HEp-2: -0.2%; Salmonella PhoP GFP: 1%; WT yeast gro inh mutant strain: -4; Myeloid diff MLP GFP+ MAC1+ %: 0.9

Results for O=c1c(-c2ccccc2)c(O)c2cccc3c2n1CCC3 ?
TNAP activation fold: 1.1; Myeloid diff MLP: inactive; WT yeast gro inh: -2; XIAP antagonists: -3.1%; Siah-1 displacement: -1%; PMI inhibitors: -3%; human PMI inhibitors: -2%; RSV antiviral HEp-2: -0.8%; Salmonella PhoP GFP: 0%; WT yeast gro inh mutant strain: -6; Myeloid diff MLP GFP+ MAC1+ %: 1.2

How did Cn1ncc(C#N)c1/N=C/N(Cc1ccccc1)Cc1ccccc1 do in these assays?
TNAP activation fold: 1.1; Myeloid diff MLP: inactive; WT yeast gro inh: 17; XIAP antagonists: -1.2%; Siah-1 displacement: 2%; PMI inhibitors: 13%; human PMI inhibitors: 11%; RSV antiviral HEp-2: 15%; Salmonella PhoP GFP: -2%; WT yeast gro inh mutant strain: 5; Myeloid diff MLP GFP+ MAC1+ %: 0.0

How did Cc1cccc(/C=C2/S/C(=N/N=C3\CC4CCC3(C)C4(C)C)NC2=O)c1 (stereo not given) do in these assays?
TNAP activation fold: 1.1; Myeloid diff MLP: inactive; WT yeast gro inh: -6; XIAP antagonists: 4.1%; Siah-1 displacement: 1%; PMI inhibitors: 18%; human PMI inhibitors: 16%; RSV antiviral HEp-2: 18%; Salmonella PhoP GFP: -9%; WT yeast gro inh mutant strain: 5; Myeloid diff MLP GFP+ MAC1+ %: 0.6

What do the screens show for `O=C(NCc1nnc(SCC(=O)N2CCCc3ccccc32)n1-c1ccccc1)c1cccc2ccccc12`?
TNAP activation fold: 1.1; Myeloid diff MLP: inactive; WT yeast gro inh: 6; XIAP antagonists: -6.3%; Siah-1 displacement: 4%; PMI inhibitors: 24%; human PMI inhibitors: 25%; RSV antiviral HEp-2: 41%; Salmonella PhoP GFP: -8%; WT yeast gro inh mutant strain: -5; Myeloid diff MLP GFP+ MAC1+ %: 0.6

Results for c1ccc(-c2nnc(-c3ccncc3)nc2-c2ccccc2)cc1 ?
TNAP activation fold: 1; Myeloid diff MLP: inactive; WT yeast gro inh: 15; XIAP antagonists: -6.9%; Siah-1 displacement: -4%; PMI inhibitors: 7%; human PMI inhibitors: 9%; RSV antiviral HEp-2: 3.5%; Salmonella PhoP GFP: 1%; WT yeast gro inh mutant strain: 32; Myeloid diff MLP GFP+ MAC1+ %: 0.4

What do the screens show for `CC1CCN(S(=O)(=O)N2CCN(C(=O)c3ccc4c(c3)OCO4)CC2)CC1`?
Myeloid diff MLP: inactive; Siah-1 displacement: 1%; RSV antiviral HEp-2: 1.4%; Salmonella PhoP GFP: -4%; Myeloid diff MLP GFP+ MAC1+ %: 1.4

Among those listed so far, these contain an aryl thioether with sulfur outside any ring.
How did CCn1c(COc2cccc3ccccc23)nnc1SCC(N)=O do in these assays?
TNAP activation fold: 1.1; Myeloid diff MLP: inactive; WT yeast gro inh: 4; XIAP antagonists: -5.1%; Siah-1 displacement: 0%; PMI inhibitors: 7%; human PMI inhibitors: 8%; RSV antiviral HEp-2: -0.2%; Salmonella PhoP GFP: 1%; WT yeast gro inh mutant strain: -4; Myeloid diff MLP GFP+ MAC1+ %: 0.9

What do the screens show for `O=C(NCc1nnc(SCC(=O)N2CCCc3ccccc32)n1-c1ccccc1)c1cccc2ccccc12`?
TNAP activation fold: 1.1; Myeloid diff MLP: inactive; WT yeast gro inh: 6; XIAP antagonists: -6.3%; Siah-1 displacement: 4%; PMI inhibitors: 24%; human PMI inhibitors: 25%; RSV antiviral HEp-2: 41%; Salmonella PhoP GFP: -8%; WT yeast gro inh mutant strain: -5; Myeloid diff MLP GFP+ MAC1+ %: 0.6

The listing continues:
Results for CCCCOc1ccc(C(=O)N/C(=C/C=C/c2ccccc2)C(=O)NC)cc1 ?
TNAP activation fold: 1.1; Myeloid diff MLP: inactive; WT yeast gro inh: 15; XIAP antagonists: -7.3%; Siah-1 displacement: -3%; PMI inhibitors: 3%; human PMI inhibitors: 6%; RSV antiviral HEp-2: 1.1%; Salmonella PhoP GFP: 3%; WT yeast gro inh mutant strain: -11; Myeloid diff MLP GFP+ MAC1+ %: 0.1

Results for CNC(=O)c1cc(C(=O)c2ccc(C(F)(F)F)cc2F)c[nH]1 ?
TNAP activation fold: 1.2; Myeloid diff MLP: inactive; WT yeast gro inh: -5; XIAP antagonists: -3.4%; Siah-1 displacement: 3%; PMI inhibitors: -10%; human PMI inhibitors: -5%; RSV antiviral HEp-2: 0.3%; Salmonella PhoP GFP: -6%; WT yeast gro inh mutant strain: -6; Myeloid diff MLP GFP+ MAC1+ %: 0.3

Results for CN(C)c1nc(SCC#N)nc(N2CCOCC2)n1 ?
TNAP activation fold: 1.1; Myeloid diff MLP: inactive; WT yeast gro inh: 11; XIAP antagonists: -2.5%; Siah-1 displacement: 0%; PMI inhibitors: 2%; human PMI inhibitors: 6%; RSV antiviral HEp-2: 1.9%; Salmonella PhoP GFP: 1%; WT yeast gro inh mutant strain: 3; Myeloid diff MLP GFP+ MAC1+ %: 0.8

How did Cc1cccn2cc(CCNC(=O)c3cccs3)nc12 do in these assays?
Myeloid diff MLP: inactive; Siah-1 displacement: -1%; RSV antiviral HEp-2: 0.7%; Salmonella PhoP GFP: 10%; Myeloid diff MLP GFP+ MAC1+ %: 0.3

Results for Cc1ccc(CCNC(=O)CS(=O)Cc2nc(-c3ccccc3F)oc2C)cc1 (stereo not given) ?
Myeloid diff MLP: inactive; Siah-1 displacement: -2%; RSV antiviral HEp-2: 3.1%; Salmonella PhoP GFP: -7%; Myeloid diff MLP GFP+ MAC1+ %: 3.4

What do the screens show for `CCOC(=O)C1CCN(CC(=O)c2c(C)n(C)c3ccc(OC)cc23)CC1`?
Myeloid diff MLP: inactive; Siah-1 displacement: 7%; RSV antiviral HEp-2: 0.7%; Salmonella PhoP GFP: 6%; Myeloid diff MLP GFP+ MAC1+ %: 0.4

How did CCOc1ccc(NC(=O)N(C2CCCCC2)C(C)c2ccncc2)cc1 (stereo not given) do in these assays?
TNAP activation fold: 1; Myeloid diff MLP: inactive; WT yeast gro inh: -7; XIAP antagonists: -6.7%; Siah-1 displacement: -1%; PMI inhibitors: 12%; human PMI inhibitors: 19%; RSV antiviral HEp-2: 0.1%; Salmonella PhoP GFP: -2%; WT yeast gro inh mutant strain: -11; Myeloid diff MLP GFP+ MAC1+ %: 7.0

What do the screens show for `O=C(CN(c1cccc(C(F)(F)F)c1)S(=O)(=O)c1ccc(Cl)c([N+](=O)[O-])c1)NCc1ccccc1Cl`?
TNAP activation fold: 1.1; Myeloid diff MLP: inactive; WT yeast gro inh: -10; XIAP antagonists: -6.4%; Siah-1 displacement: 0%; PMI inhibitors: 16%; human PMI inhibitors: 21%; RSV antiviral HEp-2: 42%; Salmonella PhoP GFP: 9%; WT yeast gro inh mutant strain: -20; Myeloid diff MLP GFP+ MAC1+ %: 0.0

How did CCCCN(C(=O)CCCc1nc2ccccc2s1)c1c(N)n(CCCC)c(=O)[nH]c1=O do in these assays?
Myeloid diff MLP: inactive; Siah-1 displacement: 7%; RSV antiviral HEp-2: 1.7%; Salmonella PhoP GFP: -3%; Myeloid diff MLP GFP+ MAC1+ %: 0.8

How did O=C(Nc1ccccc1C(=O)Nc1ccncc1)c1cccc([N+](=O)[O-])c1 do in these assays?
Myeloid diff MLP: inactive; Siah-1 displacement: -2%; RSV antiviral HEp-2: 1.7%; Salmonella PhoP GFP: 0%; Myeloid diff MLP GFP+ MAC1+ %: 1.2

Results for CCn1cc(C(=O)O)c(=O)c2cc(F)c(N3CCN(C(=S)NC(=O)c4ccccc4)CC3)cc21 ?
Myeloid diff MLP: inactive; Siah-1 displacement: 17%; RSV antiviral HEp-2: -1.0%; Salmonella PhoP GFP: 10µM*; Myeloid diff MLP GFP+ MAC1+ %: 0.6

What do the screens show for `O=C(CSc1nccc(=O)[nH]1)N1CCCc2ccccc21`?
TNAP activation fold: 1.1; Myeloid diff MLP: inactive; WT yeast gro inh: -17; XIAP antagonists: -10%; Siah-1 displacement: -2%; PMI inhibitors: 16%; human PMI inhibitors: 17%; RSV antiviral HEp-2: -0.3%; Salmonella PhoP GFP: -3%; WT yeast gro inh mutant strain: -20; Myeloid diff MLP GFP+ MAC1+ %: 2.2

How did COc1cc(C(=S)N2CCOCC2)ccc1OC(=O)/C=C/c1ccco1 do in these assays?
Myeloid diff MLP: inactive; WT yeast gro inh: -5; XIAP antagonists: -7.3%; Siah-1 displacement: 1%; PMI inhibitors: -2%; human PMI inhibitors: 2%; RSV antiviral HEp-2: 1.5%; Salmonella PhoP GFP: -14%; WT yeast gro inh mutant strain: -8; Myeloid diff MLP GFP+ MAC1+ %: 2.6

What do the screens show for `COC(=O)[C@H](C)NC(=O)NC(C)CCc1ccccc1` (stereo not given in full)?
TNAP activation fold: 1; Myeloid diff MLP: inactive; WT yeast gro inh: -37; XIAP antagonists: -3.4%; Siah-1 displacement: 0%; PMI inhibitors: 2%; human PMI inhibitors: -3%; RSV antiviral HEp-2: 0.0%; Salmonella PhoP GFP: -11%; WT yeast gro inh mutant strain: -33; Myeloid diff MLP GFP+ MAC1+ %: 7.8

What do the screens show for `COc1ccc(C)cc1-n1nc2ccccc2n1`?
TNAP activation fold: 1; Myeloid diff MLP: inactive; WT yeast gro inh: 2; XIAP antagonists: -8.2%; Siah-1 displacement: -1%; PMI inhibitors: 0%; human PMI inhibitors: 7%; RSV antiviral HEp-2: 0.6%; Salmonella PhoP GFP: -6%; WT yeast gro inh mutant strain: 17; Myeloid diff MLP GFP+ MAC1+ %: 0.8

Source: PubChem (several laboratories)
